From PubChem BioAssay
Rac1 GTP hydrolysis = MgcRacGAP GTPase-activating activity inhibitors, confirmation, biochemical, ADP Hunter fluorescence. MgcRacGAP-stimulated Rac1 GTP hydrolysis, ADP Hunter fluorescence; higher % means a stronger effect; GST-tagged Rac1 F28L mutant substrate. inhibition, % at 30 µM, or IC50 in µM where a hit was titrated. actives 0.6% (n = 340,000). AID 624330;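 active = first-screen hits whose inhibition reached a set limit at any dose in the follow-up dose series; inconclusive = inhibition above the set first-screen limit but never retested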;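 note: fluorescence reports GDP produced by GAP-driven GTP hydrolysis; strong numbers were not always called active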
Myeloid diff MLP = compounds promoting myeloid differentiation | ER-HoxA9 myeloid progenitors, lysozyme-GFP differentiation, flow cytometry | calls only at 10 µM | actives 1% (n = 360,000);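 active = normalized GFP-positive differentiation at or above the plate's own cutoff, the solvent-only control mean plus 3 SD; inconclusive = no clear call, values can overlap the other calls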;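 note: cells exposed to compound for four days before flow analysis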
Myeloid diff MLP GFP+ MAC1+ % = recorded beside Myeloid diff MLP, whose call it bears; GFP+ MAC1+ double positive, %; measured here: differentiation confirmed by MAC1 staining
Active calls of the source: *; i = inactive; u = inconclusive; + = active, no number. These rows are one share of the data; count on the stated rates, not on these rows.

SMILES | Rac1 GTP hydrolysis | Myeloid diff MLP | Myeloid diff MLP GFP+ MAC1+ %
CCN(CC)C(=O)C1=C(C)N(Cc2ccc(C(C)(C)C)cc2)C(=O)C(CC(=O)NC2CCCCC2)C1 (stereo unspecified) | 12.5% | i | 1.3
CC1CC(C)CN(C(=O)COC(=O)c2ccc(Cl)nc2)C1 (stereo unspecified) | 3.8% | i | 0.3
O=S(=O)(Nc1cccnc1)c1cccnc1 | -0.4% | i | 0.7
COc1ccc2[nH]c3c(c2c1)CCN1C(=O)C(CC(=O)NCc2ccco2)C[C@H](C(=O)N2CCCCC2)[C@@]31C (stereo partly specified) | 6.8% | i | 0.4
COc1cc2c(Cc3ccccc3)cncc2cc1O | 26.5% | i | 1.2
Cc1ccc(NC(=O)Cn2c(=O)ccn(Cc3ccccc3)c2=O)cc1S(=O)(=O)N1CCOCC1 | 11.6% | i | 0.7
CC(=O)N(c1cc(C)ccc1C)c1ccccc1[N+](=O)[O-] | -2.0% | i | 0.9
Cc1cc(S(=O)(=O)Nc2ccc(C(=O)NCCN3CCOCC3)cc2)ccc1F | 2.7% | i | 0.5
CCOc1ccccc1C(=O)NC(C(=O)OCn1nnc2ccccc2c1=O)C(C)C (stereo unspecified) | 7.1% | i | 1.3
Cc1n[nH]c2ccccc2c1=O | -4.9% | i | 0.4
COC(=O)c1ccc(Cn2cnc3c(N)ncnc32)cc1 | 1.2% | i | 0.7
CCN(C(=O)COC(=O)CCc1ccc(OC)cc1)c1c(N)n(Cc2ccccc2)c(=O)[nH]c1=O | 1.4% | i | 1.3
Cc1ccc(Nc2cc(=O)n(C)c(=O)[nH]2)cc1C | 8.3% | i | 0.5
CC(=O)OC(C=C(C)C)C/C(C)=C/COc1c2ccoc2cc2oc(=O)ccc12 (stereo unspecified) | -6.5% | i | 1.0
COc1ccc(C2CC(=O)Oc3cc(C)cc(C)c32)cc1 (stereo unspecified) | 5.7% | i | 0.9
COc1ccc(NC(=O)CN(C)C(=O)CNC(=O)c2ccc3ccccc3c2)cc1 | 0.7% | i | 0.6
C[C@H]1CN([C@@H](C)CO)S(=O)(=O)c2ccc(Br)cc2O[C@H]1CN(C)C(=O)Cc1ccccc1 | 1.2% | i | 0.4
Cc1ccc(S(=O)(=O)N(C)C[C@H]2Oc3cc(C#CC4CCCC4)ccc3S(=O)(=O)N([C@H](C)CO)C[C@H]2C)cc1 | 5.1% | i | 1.6
CC(=O)Oc1ccc(C23c4ccccc4C2(OC(C)=O)c2cc(OC(C)=O)ccc23)cc1 (stereo unspecified) | 4.6% | i | 3.4
CC(C)c1ccc(CN2CCC(n3nccc3NC(=O)C3CCCC3)CC2)cc1 | 8.7% | i | 0.4

Sorted by SMILES length (largest number first): part of the list above
SMILES | Rac1 GTP hydrolysis | Myeloid diff MLP | Myeloid diff MLP GFP+ MAC1+ %
Cc1ccc(S(=O)(=O)N(C)C[C@H]2Oc3cc(C#CC4CCCC4)ccc3S(=O)(=O)N([C@H](C)CO)C[C@H]2C)cc1 | 5.1% | i | 1.6
C[C@H]1CN([C@@H](C)CO)S(=O)(=O)c2ccc(Br)cc2O[C@H]1CN(C)C(=O)Cc1ccccc1 | 1.2% | i | 0.4
CCN(C(=O)COC(=O)CCc1ccc(OC)cc1)c1c(N)n(Cc2ccccc2)c(=O)[nH]c1=O | 1.4% | i | 1.3
Cc1ccc(NC(=O)Cn2c(=O)ccn(Cc3ccccc3)c2=O)cc1S(=O)(=O)N1CCOCC1 | 11.6% | i | 0.7
CC(=O)Oc1ccc(C23c4ccccc4C2(OC(C)=O)c2cc(OC(C)=O)ccc23)cc1 (stereo unspecified) | 4.6% | i | 3.4
COc1ccc(NC(=O)CN(C)C(=O)CNC(=O)c2ccc3ccccc3c2)cc1 | 0.7% | i | 0.6
CCOc1ccccc1C(=O)NC(C(=O)OCn1nnc2ccccc2c1=O)C(C)C (stereo unspecified) | 7.1% | i | 1.3
CC(C)c1ccc(CN2CCC(n3nccc3NC(=O)C3CCCC3)CC2)cc1 | 8.7% | i | 0.4
COc1ccc(C2CC(=O)Oc3cc(C)cc(C)c32)cc1 (stereo unspecified) | 5.7% | i | 0.9
Cc1ccc(Nc2cc(=O)n(C)c(=O)[nH]2)cc1C | 8.3% | i | 0.5
COC(=O)c1ccc(Cn2cnc3c(N)ncnc32)cc1 | 1.2% | i | 0.7

Next section
SMILES | Rac1 GTP hydrolysis | Myeloid diff MLP | Myeloid diff MLP GFP+ MAC1+ %
C[C@H](CO)N1C[C@H](C)[C@H](CN(C)C(=O)Nc2ccc(C(F)(F)F)cc2)OCc2cnnn2CCCC1=O | 5.7% | i | 1.4
C=CCN1CCN(c2ccncc2S(=O)(=O)N2CCN(C)CC2)CC1 | 5.8% | i | 0.9
CCCn1c(C)cc(/C=C(\C#N)C(=O)OCC(=O)N(CC)c2c(N)n(Cc3ccccc3)c(=O)[nH]c2=O)c1C | 1.8% | i | 0.8
COC(=O)c1cccc2c1C(=O)c1cc([N+](=O)[O-])ccc1-2 | 9.8% | i | 1.5
C[C@@H]1CN([C@H](C)CO)C(=O)c2cc(Br)cnc2O[C@@H]1CN(C)C(=O)c1ccccc1 | 14.7% | i | 0.5
COC1OC2COC(c3ccccc3)OC2C(OC(C)=O)C1OC(C)=O (stereo unspecified) | 4.4% | i | 0.8
Cc1ccc(C(=O)NCC(c2ccc(F)cc2)N2CCOCC2)cc1S(=O)(=O)N1CCOCC1 (stereo unspecified) | 0.9% | i | 0.8
CC(C)N(C(=O)[C@H]1C[C@H](CC(=O)NC(C)(C)C)C(=O)N2CCc3c([nH]c4cc(CCC(=O)N(C)C)ccc34)[C@]12C)C(C)C | 8.3% | i | 0.6
O=C(N[C@H]1C/C=C\C(c2cccc(F)c2)N(Cc2ccccc2)C(=O)C1)OCC1c2ccccc2-c2ccccc21 (stereo partly specified) | 10.5% | i | 3.3
COCCN(C(=O)COC(=O)C(C)(C)Oc1ccc(Cl)cc1)c1c(N)n(Cc2ccccc2)c(=O)[nH]c1=O | -0.7% | i | 0.8
COc1ccc(-c2cc3nc(C)cc(N4CCN(C(=O)c5cccnc5)CC4)n3n2)cc1 | 6.2% | i | 1.1
CC(C)CN(C(=O)Cn1c(C(F)(F)F)nc2ccccc21)c1c(N)n(Cc2ccccc2)c(=O)[nH]c1=O | 5.0% | i | 0.1
O=CNC1c2ccccc2CCc2ccccc21 | 0.7% | i | 0.7
O=C1CSc2ccccc2N1 | -3.9% | i | 1.0
COc1ccc(C=C(NC(=O)c2ccccc2)C(=O)O)cc1OC | 3.5% | i | 0.7
Cc1c(C(=O)NNC(=O)c2ccccc2O)oc2ccccc12 | 13.3% | i | 1.9
CSc1nc(O)c(Nc2ccccc2)c(=O)[nH]1 | 5.9% | i | 0.7
Cc1ccc(C(CC(=O)O)NC(=O)CCNC(=O)c2ccco2)cc1 (stereo unspecified) | -3.9% | i | 0.7
COc1cc(NCCCn2cnc3c(OCc4ccccc4)ncnc32)cc(OC)c1OC | u | i | 0.6
CCCN(CC(=O)Nc1ccccc1C)C(=O)c1ccc(OCC(=O)N2CCOCC2)c(OCC)c1 | 4.3% | i | 1.0
CC(C)Oc1ccc(S(=O)(=O)N2CCOCC2)cc1NC(=O)C1=NN(c2ccccc2)C(=O)CC1 | 0.3% | i | 0.3
S=c1[nH]ncn1/N=C/c1ccco1 | 13.8% | i | 1.0
C[C@@H]1Cn2cnc(C(=O)Nc3ccccc3)c2C(=O)N1 | 8.4% | i | 0.2
O=S1(=O)C[C@@H](N2CCN(c3ccccn3)CC2)[C@H](COCc2ccccc2)N1 | 18.0% | i | 1.0
COc1ccccc1NS(=O)(=O)c1cc(C(=O)N2CCN(C(=O)c3ccco3)CC2)ccc1F | 0.6% | i | 0.9
O=C(OCc1cc(=O)c(OC(=O)c2ccccc2)co1)c1ccccc1 | -0.1% | i | 0.9
O=C(NC1CC1)c1cccc2c1C(=O)c1ccc(N3CCC(N4CCCCC4)CC3)cc1S2(=O)=O | 12.2% | i | 0.1
Cc1ccc([C@H]2N[C@]3(CCCN(Cc4ccco4)C3=O)[C@H]3C(=O)N(C)C(=O)[C@@H]23)cc1 | 15.7% | i | 0.8
CCCCCCOC(=O)CC1CC(C(C)=O)C1(C)C (stereo unspecified) | -0.9% | i | 1.5
CCN1C[C@@H]2[C@@H]3C(=O)N(Cc4ccccc4)C(=O)[C@@H]3[C@](Cc3ccccc3)(C(=O)OC)N2C1=NC1CCCCC1 | 11.1% | i | 0.7
CN(C)S(=O)(=O)n1cc(/C=C(\NC(=O)c2ccccc2)C(=O)N2CCCCC2)c2ccccc21 | 12.6% | i | 0.5
Cc1ccccc1C(=O)NC1CC2CCCC(C1)N2Cc1ccccc1Cl (stereo unspecified) | 11.5% | i | 0.4
CCOCCCNC(=O)c1ccc(CN2CCc3ccccc3C2)cc1 | 20.1% | i | 1.7
CN1CCN(S(=O)(=O)c2ccc(N3CCN(c4ccccc4O)CC3)c([N+](=O)[O-])c2)CC1 | 5.4% | i | 1.2
CCCN1C(=O)C(=O)N(CC(=O)N2c3ccccc3NC(=O)CC2C)C1=O (stereo unspecified) | 9.7% | i | 0.8
O=C(c1ccc([N+](=O)[O-])cc1Cl)N1CCN(Cc2ccccc2)CC1 | 1.8% | i | 0.6
Cc1ccc2cccc([N+](=O)[O-])c2n1 | 7.7% | i | 0.8
C[C@@H]1CN([C@H](C)CO)C(=O)CCCn2nncc2CO[C@@H]1CN(C)S(=O)(=O)c1ccc(C#N)cc1 | 16.8% | i | 0.9
CN(CC(=O)Nc1ccc(F)cc1)C(=O)c1ccc2ccccc2n1 | 5.6% | i | 0.4
CCCc1cc(=O)n2[nH]c(C)c(-c3ccccc3OC)c2n1 | 22.7% | i | 1.6
COc1cc2ccccc2cc1C(=O)N1CC(C)OC(C)C1 (stereo unspecified) | -1.1% | i | 1.0
C[C@H]1CN([C@@H](C)CO)C(=O)CCCn2cc(nn2)CO[C@@H]1CN(C)C(=O)Nc1ccnc(N2CCOCC2)c1 | 8.8% | i | 2.2
O=C1c2c(Cl)c(Cl)c(Cl)c(Cl)c2C(=O)N1c1nccs1 | 2.1% | i | 0.8
CC(=O)Nc1ccc(C=NNC(=O)C2CC2)cc1 | -1.1% | i | 3.4
O=C(Nc1ccc(F)cc1)c1cnccn1 | 15.2% | i | 1.5
O=C(CN(C(=O)c1ccccc1)C(=O)c1ccccc1)OCc1ccccc1 | -4.1% | i | 0.6
COC(=O)[C@H]1C[C@@]2(O)CN(S(=O)(=O)c3ccc(C)cc3)C[C@@]2(OC(=O)Nc2cccs2)C[C@H]1C(=O)OC | 15.1% | i | 2.7
ON=C1CCC2CCCCC2C1 (stereo unspecified) | 6.5% | i | 0.7
O=C1CCC[C@@H]2Cc3nc4ccccc4cc3[C@@H]3CCN1[C@H]23 | -2.0% | i | 1.6
Cc1ccc(NC(=O)CSc2nnc3ccc(-c4ccncc4)nn23)cc1 | 3.4% | i | 0.6
Cc1cc(C)n2nc(-c3ccc(F)cc3)cc2n1 | 14.0% | i | 0.6
CC(=O)OC(C)C1C2=C(C(=O)CC1(C)O)C(=O)c1c(ccc(-c3ccc4c(c3O)C(=O)C3=C(C4=O)C(C(C)OC(C)=O)C(C)(O)CC3=O)c1O)C2=O (stereo unspecified) | 16.6% | i | 1.5
COc1ccc(-c2noc(CCC(=O)N3CCC(c4cc(C)ccc4C)CC3)n2)cc1 | 9.0% | i | 0.7
COc1ccc(CN(C)C(=O)CSc2nnc(C3CC3)n2C2CC2)cc1 | -3.4% | i | 0.8
COCOCCn1cc(CN2CCS(=O)(=O)N(Cc3ccc(-c4ccncc4)cc3)C(C)C2=O)nn1 (stereo unspecified) | 10.3% | i | 0.9
O=C1OCC(O)=C1Cc1ccccc1 | 3.9% | i | 2.1
O=c1[nH]c2cccc(Cl)c2c2ccccc12 | -7.7% | i | 0.6
COc1ccc(NC(=O)C[C@H]2C(=O)N(C3CCCCC3)C[C@@H]2CSC)cc1 | 0.6% | i | 3.1
O=C(CCl)N1c2ccccc2Sc2ccc3ccccc3c21 | 6.0% | i | 0.5
Cc1ccc(OCCCC(=O)Nc2cc(S(=O)(=O)N3CCOCC3)ccc2N2CCOCC2)cc1 | 3.1% | i | 0.4
Carrying on:
SMILES | Rac1 GTP hydrolysis | Myeloid diff MLP | Myeloid diff MLP GFP+ MAC1+ %
COc1ccc(OC)c2cc3ccccc3cc12 | 6.8% | + | 6.3*
Cc1nc(N)[nH]c(=O)c1CCCNc1ccc(CCCCC2(CCl)OCCO2)cc1 | 10.3% | i | 1.1
Cc1ccc(CC#N)c(-c2c(CC#N)ccc(C)c2C)c1C | 8.0% | i | 1.2
CCC1(CC)NC(=O)N(CC(=O)OC(C)C(=O)Nc2ccc(S(N)(=O)=O)cc2)C1=O (stereo unspecified) | 8.0% | i | 1.0
O=C(Nc1ccc(C(=O)O)cc1)/C(=C\c1ccc([N+](=O)[O-])cc1)NC(=O)c1ccco1 | 13.5% | i | 0.2
CCOc1ccc(OCC(=O)OCC(=O)N2CCN(S(=O)(=O)c3ccc(C)cc3C)CC2)cc1 | 5.2% | i | 0.4
CC(C)(C)OC(=O)N(CCc1ccccc1)Cc1cccc(OCc2cccc(NC(=O)C3CC3)c2)c1 | -8.1% | i | 1.4
CCOC(=O)CCCCCC(=O)Nc1ccc2c(c1)C(=O)N([C@@H](C)CO)C[C@@H](C)[C@H](CN(C)C(=O)c1ccncc1)OCCCC[C@H](C)O2 | 9.8% | i | 2.6
CC(=O)N1CCc2cc(S(=O)(=O)C(C)CC(=O)NCc3ccco3)ccc21 (stereo unspecified) | 7.8% | i | 0.9
COc1ccc([C@H]2C[C@H](O)[C@@H](n3cc(COC(=O)c4ccccc4)nn3)CN2CC2CCCCC2)cc1 | 14.5% | i | 0.5
